# Bioassay records (PubChem BioAssay)
# A549 viability: A549 cytotoxicity, counter-screen for Nrf2 inhibitors. A549 ARE-Fluc cells, CellTiter-Fluor viability, 18-24 h. 390,000 tested, 0.16% active. AID 504648. Potency, µM (highest dose often 46 µM), inactives show top-dose activity change, negative = cytotoxicity, actives largely listed as inhibitors; note: potency is the fitted concentration of half-maximal effect; % is set by controls: 0 for no effect and ±100 for the full control effect
#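 A549 ARE-Fluc cells in 5% FBS OPTI-MEM, 5000 cells/well, rested 2 h then exposed to compounds in concentration-response for 18-24 h at 37 °C. Viability by CellTiter-Fluor fluorescence (Ex 405/Em 525) after 30 min; luciferase luminescence (BugLite, 15 min, RT) read afterwards.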
# HepG2 viability: kills HepG2 cells in TGF-b inhibitor counter-screen | HepG2 CAGA-GFP viability, ATP luminescence, 18 h | Potency, µM (doses to about 46.1 µM), without a hit: top-dose activity change, negative = cytotoxicity, hits mostly cytotoxic | 410,000 tested, 0.76% active | AID 588856; note: potency is the fitted concentration of half-maximal effect; some results filed as inactive show a strong effect at the top dose
#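 HepG2 CAGA-GFP cells (1000/well, DMEM with 1% FBS) received compound, then TGF-beta at 500 pg/mL final, and were incubated 18 hours at 37 degrees C. Viability was read by CellTiter-Glo luminescence. Media-only wells were set as complete cell-killing and DMSO as no toxicity.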
# Nrf2 activator: activators of Nrf2 (ARE) signaling | AREc32 ARE-luciferase reporter (MCF7-derived line), luminescence, 24 h | Potency, µM (doses to about 46.1 µM), without a hit: at the top dose activation, actives largely listed as activators | 410,000 tested, 0.31% active; note: potency is the fitted concentration of half-maximal effect; % of control where 0% means no effect; nearly all actives have a fitted effect of over 65% in size
#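 ARE activation measured as luciferase luminescence (Steady-Glo, 30 min RT) in AREc32_Fluc cells after 24 hr compound exposure at 37 deg C, 5% CO2; cells seeded overnight at 1000/well in OPTI-MEM, 5% FBS.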
# CCT chaperon mod: changes cytosolic chaperonin activity | purified chaperonin ATPase assay, HTRF ADP detection, 30 min | activity change, % (concentration not given with the values), hits read low | 360,000 tested, 0.3% active | AID 651819; in the data active = activity change below about -30%; note: % is set by controls: 0 for no effect and ±100 for the full control effect
#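 Nucleotide hydrolysis assay: TRiC at 20–40 nM final (set by batch activity) with 10 uM ATP, 30 min at 37 °C, in presence of 76 uM compound. Detection by competitive ADP HTRF, 30 min ambient.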
# Nrf2 inh: blocks Nrf2 signaling; A549 ARE-Fluc reporter, luciferase luminescence, 18-24 h; Potency, µM (series often up to 46 µM), without a hit: top-dose activity change, negative = inhibition, hits mostly inhibitors; 360,000 tested, 2.1% active; note: potency is the fitted concentration of half-maximal effect; % is set by controls: 0 for no effect and ±100 for the full control effect; nearly all actives have a fitted effect of over 60% in size
#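 In this cell-based qHTS, ARE-driven firefly luciferase in A549 cells reports Nrf2 activity; the luminescent signal after BugLite lysis is the measured value, with a prior CellTiter-Fluor read for cell health.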
# MmCpn inh: M. maripaludis TRiC chaperonin inhibition. Potency, µM (top dose mostly 76.9 µM), for inactives: top-dose activity, negative = inhibition, actives largely listed as inhibitors. 330,000 tested, 0.031% active. purified Mm-Cpn ATPase, ADP Transcreener TR-FRET; note: potency is the fitted concentration of half-maximal effect; % is set by controls: 0 for no effect and ±100 for the full control effect; nearly all actives have a fitted effect of over 80% in size
#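 Inhibition of chaperonin ATP hydrolysis is measured as reduced ADP production, detected by competitive TR-FRET in which signal falls with ADP. Final enzyme 25 nM and ATP 10 uM, reacted 30 min at 37°C.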
# Akt phos inh: inhibitors of Akt phosphorylation; 360,000 tested, 0.32% active; activity change, % for hits at 50 µM; Neuro2A IGF-stimulated pAkt S473 HTRF, 20 min; hits give low values; in the data active = activity change below about -80%; inconclusive = mostly about -51% to -80%; note: % is set by controls: 0 for no effect and ±100 for the full control effect
#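 Neuro2A cells (4,500/well, DMEM with 0.5% FBS) were treated with compound at a single 50 µM final concentration, stimulated with 6 nM IGF for 20 min at 37 °C, and lysed. Phospho-Akt Ser473 was read by HTRF as 665/615 ratio ×10^4.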
# S2 tox: viability counter-screen for ATXN expression inhibitors. S2 cells (HEK-293 line with an ATXN2-luciferase reporter) viability, CellTiter-Fluor protease fluorescence, 24 h. Potency, µM (highest dose often 56.7 µM), usual class: cytotoxic. 400,000 tested, 0.49% active. AID 651635; note: potency is the fitted concentration of half-maximal effect; nearly all actives have a fitted effect of over 40% in size
# TGFb inhibitor: inhibitors of TGF-b signaling. HepG2 CAGA-GFP TGF-b/SMAD3 reporter, GFP fluorescence, 18 h; TGF-beta stimulated, 500 pg/mL final. Potency, µM (series often up to 46.1 µM), without a hit: top-dose activity, negative = inhibition, hits mostly inhibitors. 410,000 tested, 1.2% active. AID 588855; note: potency is the fitted concentration of half-maximal effect; % is set by controls: 0 for no effect and ±100 for the full control effect; nearly all actives have a fitted effect of over 65% in size
#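 Read-out: total well GFP (ex488/em500-530) summed from mean per-cell fluorescence. Cells: HEPG2 CAGA-GFP, 1% FBS DMEM, 18 h at 37 degrees C with 500 pg/mL final TGF-beta. Unstimulated wells served as the full-inhibition control; stimulated DMSO wells = 0%.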
# The depositor's hits bear a star; i = inactive; u = inconclusive; x = not tested or not shown; [ ] = another dose, or the depositor's remark. Unless noted, calls come from the whole dose curve; as a rule, active = well fitted curve in the direction sought with a large enough effect; inconclusive = small, poorly fitted or top-dose-only effect, or another doubt; inactive = no such curve, though single readings can be large; an effect the other way counts as inactive or inconclusive. This is a random part of the collection; about 4.4% have a hit in one of these screens.
SMILES,A549 viability,HepG2 viability,Nrf2 activator,CCT chaperon mod,Nrf2 inh,MmCpn inh,Akt phos inh,S2 tox,TGFb inhibitor
O=C(CCn1c(=O)c2cccn2c2cccnc21)Nc1ccccc1Br,10%,2%,7.3%,x,-6%,x,x,x,-4%
CC(C)NC(=O)[C@@H]1CSC2c3ccccc3C(=O)N21 (stereo partly specified),-2%,-19%,-0.5%,1.6,0%,-1%,i,i,0%
COc1ccc(Cl)cc1C(=O)n1nc(C)cc1C,-2%,1%,-0.6%,-1.7,56%,x,x,i,28%
COc1cc(CN2CCC(C(=O)NC(c3ccccc3)c3ccsc3)CC2)cc(OC)c1 (stereo unspecified),x,-47%,4.0%,0.7,x,x,i,i,-1%
O=C(NCCOc1ccc(Cl)cc1)c1ccc2c(c1)OCCO2,-6%,2%,3.8%,-0.4,u,1%,i,i,5%
O=C(CS(=O)(=O)c1ccccc1)NCc1ccc(Cl)cc1,-1%,4%,-0.2%,1.9,33%,2%,i,i,0%
CN(CCOC(=O)c1ccco1)Cc1ccccc1,22%,14%,-0.9%,0.8,x,0%,i,i,4%
CN1CCN(C(=O)c2cnn3c(C(F)F)cc(C4CC4)nc23)CC1,-1%,2%,-0.4%,-22,-13%,-1%,i,i,8%
O=S(=O)(NC(=NC1CCCCC1)c1ccccc1F)c1ccccc1,-15%,-2%,-0.5%,-0.4,1%,-4%,i,i,10%
COc1ccc(-n2ncc(C(=O)N3CCN(c4ccc(F)cc4)CC3)c2C)cc1,-1%,-27%,0.2%,-1.4,-23%,0%,i,i,-10%
C=CCn1c(SCC(=O)NCc2ccccc2)nnc1C1CCCCC1,-4%,-3%,0.3%,0.8,28%,0%,x,i,0%
COCc1cc(C)nc2c1C(=O)NC(c1ccc(NC(C)=O)cc1)N2Cc1ccccc1 (stereo unspecified),-11%,-7%,-0.3%,x,-7%,x,x,i,5%
C[C@@H](C(=O)N1CCN(C(=O)OC(C)(C)C)CC1)n1cc(CCC(=O)O)nn1,-1%,-3%,2.6%,1.0,u,x,i,i,-5%
CCOC(=O)c1ccccc1NC(=O)Cn1c(=O)n(Cc2ccc(C(=O)NCc3ccc4c(c3)OCO4)cc2)c(=O)c2ccccc21,-2%,-11%,-0.9%,x,-15%,x,x,i,-21%
CC(Nc1c([N+](=O)[O-])c(=O)oc2ccccc12)c1ccccc1 (stereo unspecified),-2%,-23%,7.2%,1.2,10%,-2%,i,i,u
Cc1ccc(C)c(OCCOCCN2CCOCC2)c1,6%,2%,-0.5%,-0.4,9%,-2%,x,i,4%
COCCNC(=O)c1ccccc1NC(=O)Cc1ccccc1,2%,-3%,0.1%,0.0,0%,0%,i,i,-23%
CN1CCN(c2nnc(-c3ccccc3)c(-c3ccccc3)n2)CC1,1%,-8%,2.6%,-0.1,1%,0%,i,i,1%
CN=c1scc(-c2c[nH]c3ccccc23)n1C,-1%,-1%,0.0%[9.22 µM],0.1,-6%,-3%,i,i,12%
COc1ccc(-n2cc(C(=O)Nc3ccccc3C#N)c3ccccc3c2=O)cc1,-1%,-24%,1.1%,x,-2%,x,x,x,-30%
COc1ccc(S(=O)(=O)N(C)CC(=O)N2CCCC2)cc1,1%,7%,-0.3%,-1.3,1%,3%,i,i,-7%
CC(C)CCN1CCC(Cc2ccccc2)(NC(=O)c2ccccc2)C1=O (stereo unspecified),-6%,-15%,-0.4%,0.4,11%,0%,i,u,-4%
COc1cccc(C(=O)Nc2ccc3nc(SCC(=O)N4CCOCC4)sc3c2)c1,-13%,0%,4.8%,x,-19%,x,x,x,0%
CC(C)(O)C#Cc1ccc(C(=O)N2CCC(CCC(=O)NC3CC3)CC2)cc1,-5%,-7%,-0.9%,-0.6,-4%,4%,i,u,-11%
C=C(C)Cn1c2ccc(NC(=O)NCc3ccc(F)cc3)cc2c(=O)n1C,x,-11%,-0.9%,-0.7,x,x,i,i,12%
CC1(C(=O)Nc2ccc3c(c2)OCCO3)CCN1C(=O)C1(c2ccc(Cl)cc2)CC1 (stereo unspecified),x,-20%,3.6%,0.2,x,x,i,i,1%
Cc1ccc(C2=NN(C)c3nc4ccccc4n3C2)cc1,15%,-27%,19%,-2.2,x,-6%,i,i,-9%
NC1=Nc2cccc3cccc1c23,-3%,-2%,0.8%,0.0,u,0%,i,x,-22%
CCCCNc1cc(=O)n(C)c(=O)n1C,-2%,0%,-0.2%,0.6,-16%,3%,i,i,4%
CC1(C)c2ccccc2N(CC(N)=O)C12C=Cc1ccccc1O2 (stereo unspecified),4%,-23%,3.6%,-0.7,1%,0%,i,i,u
COc1ccc(C(=O)/C=C/Nc2cccc(C)n2)cc1OC,-7%,-27%,5.5%,-0.2,u,-18%,i,i,-5%
COc1ccc(CNC(=O)c2cnc3n(c2=O)CCS3)cc1,-1%,0%,0.2%,-0.4,1%,1%,i,i,20%
N#Cc1ccc(/C=C2\CCn3c2nc2cc(C(=O)O)ccc2c3=O)cc1,-3%,1%,-0.6%,-1.6,11%,-3%,i,i,5%
N#CCC(=O)N/N=C\c1ccc(OC/C=C/c2ccccc2)cc1,0%,-3%,-0.1%,-2.2,3%,-1%,i,i,0%
CC1CCCCN1S(=O)(=O)c1ccc(C(=O)Nc2nnc(C3=COCCO3)o2)cc1 (stereo unspecified),2%,-17%,0.3%,-4.1,u,1%,i,i,-4%
Cc1cc(-c2ccccc2)[nH]c(=O)c1S(=O)(=O)c1ccc(Cl)cc1,2%,-18%,-0.1%,1.8,3%,-2%,i,u,0%
Cc1cc(NC(=O)/C=C/C(=O)N(CC(=O)NC2CCCC2)c2cccc3ccccc23)no1,-2%,-1%,-0.9%,-3.6,-14%,5%,i,i,-10%
CCCCC(CC)C(=O)Nc1ccccc1C#N (stereo unspecified),0%,-15%,0.0%,-2.7,9%,-1%,i,i,1%
Cc1ccc(C(=O)c2ccc(N3CCOCC3)c(F)c2)cc1,-7%,-2%,2.1%,-0.5,7%,-2%,i,i,-9%
CCOC(=O)CNC(=O)CCNS(=O)(=O)c1ccc2c(c1)c(=O)n(C)c(=O)n2C,0%,-17%,-0.9%,-0.9,-5%,2%,i,i,1%
COc1ccc(OC)c(NC(=O)Nc2ccc(Cl)cc2)c1,u,-34%,4.9%,-2.5,u,0%,i,i,u
Cc1ccccc1NC(=O)c1cc(S(=O)(=O)N2CCOCC2)cs1,-6%,4%,-0.5%,-3.8,4%,-2%,x,i,17%
Cc1cc(/C=N/NC(=O)c2ccc(CN3CCOCC3)cc2)c(C)n1-c1ccccc1,2%,15%,-0.3%,2.4,-24%,3%,i,i,-1%
CC(=O)c1cccc(NC(=O)N2CCc3ccccc3C2)c1,-4%,-77%,2.9%,-2.7,27%,0%,i,i,-18%
Cc1ccc(CN(C(=O)N2CCN(C)CC2)S(=O)(=O)c2ccc(C)cc2)cc1,0%,5%,-0.4%,-1.0,5%,-18%,i,i,7%
Cc1ccc(C)c(Cn2c(=O)n(Cc3ccc4c(c3)OCO4)c(=O)c3oc4ccccc4c32)c1,14%,-5%,1.0%,x,u,x,x,x,-16%
O=S(=O)(c1ccc(Cl)cc1)N1CCN(C(=S)Nc2ccc(F)c(Cl)c2)CC1,-10%,5%,6.7%,-2.2,u,0%,i,i,u
Cc1ccc(CSc2nnc(CNc3ccc(F)cc3)o2)cc1,-8%,-18%,-0.4%,2.6,-2%,0%,i,i,u
CC(=O)Nc1ccccc1O,1%,8%,0.0%,0.1,11%,-2%[15.4 µM],i,i,17%
O=S(=O)(c1ccc(Cl)s1)N1CCCCC1,-3%,11%,-0.6%,-1.4,-11%,0%,i,i,8%
COc1ccc(CC(NC(C)=O)C(=O)NC2CCN(C(=O)Nc3ccc(C#N)cc3)CC2)cc1OC (stereo unspecified),-14%,-7%,0.2%,-1.6,3%,-2%,i,i,-11%
CCC(C)NC(=O)c1ccc2c(c1)N(Cc1ccccc1)C(=O)c1ccccc1S2 (stereo unspecified),0%,-3%,0.2%,x,x,x,x,x,0%
O=C(/C=C/c1ccco1)Nc1ccccc1C(=O)Nc1cccc(C(=O)O)c1,-4%,-10%,0.0%,0.0,-19%,-2%,i,i,-1%

# Reprinted at random: 3 entries already listed, in no set order.
SMILES,A549 viability,HepG2 viability,Nrf2 activator,CCT chaperon mod,Nrf2 inh,MmCpn inh,Akt phos inh,S2 tox,TGFb inhibitor
CCC(C)NC(=O)c1ccc2c(c1)N(Cc1ccccc1)C(=O)c1ccccc1S2 (stereo unspecified),0%,-3%,0.2%,x,x,x,x,x,0%
O=S(=O)(c1ccc(Cl)s1)N1CCCCC1,-3%,11%,-0.6%,-1.4,-11%,0%,i,i,8%
COc1ccc(CC(NC(C)=O)C(=O)NC2CCN(C(=O)Nc3ccc(C#N)cc3)CC2)cc1OC (stereo unspecified),-14%,-7%,0.2%,-1.6,3%,-2%,i,i,-11%

# Copied from the results shown, 4 compounds:
SMILES,A549 viability,HepG2 viability,Nrf2 activator,CCT chaperon mod,Nrf2 inh,MmCpn inh,Akt phos inh,S2 tox,TGFb inhibitor
O=S(=O)(c1ccc(Cl)s1)N1CCCCC1,-3%,11%,-0.6%,-1.4,-11%,0%,i,i,8%
COc1ccc(CC(NC(C)=O)C(=O)NC2CCN(C(=O)Nc3ccc(C#N)cc3)CC2)cc1OC (stereo unspecified),-14%,-7%,0.2%,-1.6,3%,-2%,i,i,-11%
CCC(C)NC(=O)c1ccc2c(c1)N(Cc1ccccc1)C(=O)c1ccccc1S2 (stereo unspecified),0%,-3%,0.2%,x,x,x,x,x,0%
O=C(/C=C/c1ccco1)Nc1ccccc1C(=O)Nc1cccc(C(=O)O)c1,-4%,-10%,0.0%,0.0,-19%,-2%,i,i,-1%
